Source: PubChem
HUVEC tox IL1B = cytotoxicity in IL-1B stimulated HUVEC, primary screen, cytotoxicity control for IL-1B NFkB translocation project, imaging, Hoechst nuclear count, IL-1B stimulus | HUVEC cell count loss | cell count reduction, % at 2 µM | 94,000 tested, 0.41% active | AID 845, 2007;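 active means cell count reduction more than 3 SD above the screen-wide mean, cut at about 70% in these data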;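 further: normalized per plate to untreated control cells as the no-loss baseline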
H69AR inhibit = proliferation blockers of H69AR lung cancer cells, primary screen, cell-based, human, 86K library; 85,000 tested, 6% active; viability, % at 10 µM; H69AR lung tumor viability, ATP luminescence, 72 h; active compounds read low;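 active means viability at or below 40%; inactive means viability above 40%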;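 further: multidrug resistant small cell line overexpressing MRP-1 efflux transporter; 100% = mean luminescence of untreated control wells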
VCAM1 TNFa inh = inhibitors of TNFa-induced VCAM1 expression, primary screen, imaging, HUVEC, TNFa stimulus, immunofluorescence; HUVEC TNFa-induced VCAM-1 immunofluorescence, high-content imaging; inhibition, % at 2 µM; 95,000 tested, 0.48% active;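 active means inhibition above the batch mean plus 3 SD, with images confirmed as a hit by eye, cut at about 37% in these data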;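 further: 0% = TNF-stimulated DMSO wells and 100% = unstimulated control wells; not every result past the cut was called active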
HUVEC prolif 384 = inhibitors of HUVEC proliferation, primary screen, cell-based, 384-well; CellTiter-Glo luminescence, 72 h; active compounds read low; 86,000 tested, 1.1% active; AID 648, 2007; viability, % at 10 µM (by protocol);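 active means viability at or below 30%; inactive means viability above 30%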;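 further: 100% = median luminescence of DMSO-only cell control wells on each plate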
Smad3 FoxH1 inh = Smad3/FoxH1 peptide binding inhibitors, primary screen, biochemical, TR-FRET | inhibition, % at 25 µM | TR-FRET Smad3/Dy647-FoxH1 peptide binding, europium anti-His | Mothers against decapentaplegic homolog 3 (Homo sapiens), P84022 | 88,000 tested, 0.29% active;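 active means compounds that reduce the energy-transfer binding signal between the protein and its labelled peptide by more than half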;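 further: 0% = Smad3 plus labelled peptide maximal FRET and 100% = peptide-only background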
Lung fibro prol = antiproliferative effect on LL 47 fibroblasts – human, LL 47 cells, CellTiter-Glo luminescence, primary screen | LL 47 human lung fibroblast viability, ATP luminescence; active compounds read low | viability, % at 10 µM | 85,000 tested, 1.1% active | AID 719, 2007;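 active means viability at or below 50% in the single dose screen; inactive means viability above 50%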;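 further: compound exposure lasted 72 h before the ATP readout; 100% = median luminescence of untreated cell-only wells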
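Signal: luminescent ATP detection, CellTiter-Glo; assay system: LL 47 human lung fibroblasts; input: 1,150 cells/well; incubation: overnight cell rest, 72 h compound treatment at 37 °C; measure: % viability versus median cells-only luminescence; medium: IMEM growth medium with 15% fetal bovine serum; dosing: compound addition at 0.1% DMSO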
Pyk2 oligo antag = antagonists of Pyk2 self-association, primary screen, Q293 cells, FERM NanoBiT luminescence, HTS; Protein-tyrosine kinase 2-beta (Homo sapiens), Q14289; active compounds read low; z-score (the deposit names both 25 µM and 10 µM); 99,000 tested, 0.83% active; AID 1347419, 2020;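 active means Z-score of -3 or lower, scaled per plate to the spread of control and sample wells; inactive means z-score above -3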;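 further: negative z-score means lost luminescence so less FERM oligomerization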
Target sequence (Q14289 whole entry, looked up): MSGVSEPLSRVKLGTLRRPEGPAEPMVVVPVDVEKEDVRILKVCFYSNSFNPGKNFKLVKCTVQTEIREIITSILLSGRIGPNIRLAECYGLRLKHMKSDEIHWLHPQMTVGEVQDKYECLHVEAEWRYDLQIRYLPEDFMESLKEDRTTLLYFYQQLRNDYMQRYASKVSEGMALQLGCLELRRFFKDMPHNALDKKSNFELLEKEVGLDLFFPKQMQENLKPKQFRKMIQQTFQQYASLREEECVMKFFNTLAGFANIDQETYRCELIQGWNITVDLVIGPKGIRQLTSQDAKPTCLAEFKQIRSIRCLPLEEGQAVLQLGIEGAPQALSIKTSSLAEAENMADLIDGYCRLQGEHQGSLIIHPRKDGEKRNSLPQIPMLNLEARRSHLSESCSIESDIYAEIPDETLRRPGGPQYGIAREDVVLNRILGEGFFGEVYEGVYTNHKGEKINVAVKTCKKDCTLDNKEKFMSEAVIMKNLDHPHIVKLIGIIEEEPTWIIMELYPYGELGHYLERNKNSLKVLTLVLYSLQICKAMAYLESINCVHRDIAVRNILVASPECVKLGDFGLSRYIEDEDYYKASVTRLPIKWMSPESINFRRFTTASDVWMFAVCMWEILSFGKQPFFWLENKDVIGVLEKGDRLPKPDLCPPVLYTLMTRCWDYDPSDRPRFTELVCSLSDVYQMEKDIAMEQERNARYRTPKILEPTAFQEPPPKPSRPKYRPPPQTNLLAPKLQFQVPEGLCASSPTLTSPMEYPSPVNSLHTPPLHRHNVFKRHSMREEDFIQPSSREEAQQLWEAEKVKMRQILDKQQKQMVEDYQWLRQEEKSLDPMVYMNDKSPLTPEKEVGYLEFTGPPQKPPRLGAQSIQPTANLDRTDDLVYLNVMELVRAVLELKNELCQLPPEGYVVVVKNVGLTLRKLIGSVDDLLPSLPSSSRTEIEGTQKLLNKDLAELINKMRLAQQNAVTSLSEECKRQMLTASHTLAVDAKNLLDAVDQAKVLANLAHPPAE
cytoskel mod = modifiers of F-actin cytoskeleton organization, primary screen, imaging, HUVEC, phalloidin staining, high-content imaging; inhibition, % at 2 µM; 91,000 tested, 0.18% active; HUVEC TNFa F-actin phalloidin imaging;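 active means inhibition above the batch mean plus 3 SD and confirmed as a hit by visual image inspection, cut at about 30% in these data, passing the limit was not always enough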; further: strong numbers were not always called active
HUVEC tox TNFa = cytotoxicity in TNFa-stimulated HUVEC, primary screen, cytotoxicity control for VCAM1 expression modulator project, imaging, Hoechst nuclei count; HUVEC TNFalpha-stimulated, Hoechst cell count; 93,000 tested, 0.17% active; cell count reduction, % at 2 µM;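 active means cell count reduction exceeding the screen mean by over 5 SD, scaled to untreated wells per plate, cut at about 78% in these data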;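 further: cells counted after 24 h of TNF alpha exposure following the 1 h pretreatment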
Active calls of the source: *; · = no result given; [ ] = dose if it differs, or a comment. Some of the compounds tested; rates above refer to the full screens.

Start of the listing, in advance:
Compound	HUVEC tox IL1B	H69AR inhibit	Lung fibro prol	VCAM1 TNFa inh	Pyk2 oligo antag	Smad3 FoxH1 inh	HUVEC tox TNFa	cytoskel mod	HUVEC prolif 384
O=C(O)c1cccc(S(=O)(=O)NCC2CCCO2)c1 (stereo not drawn)	90*	91	99	-1	-0.27	-2	-26	7	102
COc1ccc(-c2cc(C(F)(F)F)nc(SCC(N)=O)n2)cc1	-4	95	102	-6	0.07	-5	-13	6	96
CCSc1ncc(C#N)c(=O)[nH]1	-24	92	92	10	0.58	9	4	-17	97
CC(OC(=O)c1nn(C)c(=O)c2ccccc12)C(=O)NCc1ccc2c(c1)OCO2 (stereo not drawn)	-8	91	100	-4	0.34	13[fluorescence artefact?]	-16	-20	88
CCN1CCN(c2ncc(C(=O)Nc3ccccc3C(=O)OC)c3ccccc23)CC1	32	49	80	9	-0.43	2	-2	-22	65
Cc1nn(Cc2ccc(C(=O)Nc3ccc(Br)c4cccnc34)o2)c(C)c1Br	39	93	100	-7	·	1[fluorescence artefact?]	6	8	91
N#Cc1cn(CCCOc2ccccc2)c2ccccc12	-22	78	92	-23	-0.48	3	·	3	63
O=C(Cn1nc(C(F)F)cc1C(F)F)NNC(=S)Nc1ccc(F)cc1	-22	·	·	-3	0.21	·	-20	2	·
c1ccc(-c2noc(C34CC5CC(CC(C5)C3)C4)n2)nc1	-64	97	92	-15	-0.53	-1	-4	1	98

Main list, from the first entry:
Compound	HUVEC tox IL1B	H69AR inhibit	Lung fibro prol	VCAM1 TNFa inh	Pyk2 oligo antag	Smad3 FoxH1 inh	HUVEC tox TNFa	cytoskel mod	HUVEC prolif 384
O=C(O)c1cccc(S(=O)(=O)NCC2CCCO2)c1 (stereo not drawn)	90*	91	99	-1	-0.27	-2	-26	7	102
COc1ccc(-c2cc(C(F)(F)F)nc(SCC(N)=O)n2)cc1	-4	95	102	-6	0.07	-5	-13	6	96
CCSc1ncc(C#N)c(=O)[nH]1	-24	92	92	10	0.58	9	4	-17	97
CC(OC(=O)c1nn(C)c(=O)c2ccccc12)C(=O)NCc1ccc2c(c1)OCO2 (stereo not drawn)	-8	91	100	-4	0.34	13[fluorescence artefact?]	-16	-20	88
CCN1CCN(c2ncc(C(=O)Nc3ccccc3C(=O)OC)c3ccccc23)CC1	32	49	80	9	-0.43	2	-2	-22	65
Cc1nn(Cc2ccc(C(=O)Nc3ccc(Br)c4cccnc34)o2)c(C)c1Br	39	93	100	-7	·	1[fluorescence artefact?]	6	8	91
N#Cc1cn(CCCOc2ccccc2)c2ccccc12	-22	78	92	-23	-0.48	3	·	3	63
O=C(Cn1nc(C(F)F)cc1C(F)F)NNC(=S)Nc1ccc(F)cc1	-22	·	·	-3	0.21	·	-20	2	·
c1ccc(-c2noc(C34CC5CC(CC(C5)C3)C4)n2)nc1	-64	97	92	-15	-0.53	-1	-4	1	98
Cc1ccc(C)c(N(CC(N)=O)S(C)(=O)=O)c1	-1	102	102	0	-0.83	0	-7	5	98
Cc1ccc(C(=O)Oc2ccccc2N2C(=O)C3CCC(C)CC3C2=O)cc1 (stereo not drawn)	10	·	·	4	-1.2	·	-30	13	·
Cc1nnc(SCC(=O)Nc2c(Cl)cccc2Cl)[nH]c1=O	-33	91	106	6	·	-4	-27	18	102
CC1(C)CC(=O)c2cnc(NCC3CCCO3)nc2C1 (stereo not drawn)	8	90	99	7	0.45	-2[fluorescence artefact?]	-1	-2	95
Cc1cc2ncn(C3CC(=O)N(C)C3=O)c2cc1C (stereo not drawn)	-8	88	99	5	-0.13	5	19	-31	92
COc1ccc(Cl)cc1NS(=O)(=O)c1cc(Cl)ccc1OC	-39	83	97	-13	-1.7	8	-17	4	87

Continued.
Compound	HUVEC tox IL1B	H69AR inhibit	Lung fibro prol	VCAM1 TNFa inh	Pyk2 oligo antag	Smad3 FoxH1 inh	HUVEC tox TNFa	cytoskel mod	HUVEC prolif 384
CC1CCC/C(=N\NC(=O)COc2ccc(Cl)cc2Cl)C1 (stereo not drawn)	2	·	·	34	0.57	·	10	·	·
COc1ccc(S(=O)(=O)N(Cc2ccc(OC)c(OC)c2)Cc2ccco2)cc1	-20	72	86	4	-1.9	9	-7	5	106
CCCC(=O)c1c(NC(C)C)cc(C)oc1=O	·	92	95	·	0.41	-2	·	·	104
Cc1ccc(C2=NC(C)(C)NC2=O)cc1	·	99	96	-8	-0.62	13	11	-6	96
Cc1cc(C)nc(NC(=O)NS(=O)(=O)Nc2ccc(Br)cn2)n1	6	104	95	12	0.07	7	-15	3	96
O=C(NCCc1ccccc1)C1CCN(S(=O)(=O)c2ccc(-n3cnnn3)cc2)CC1	-20	106	99	11	1.1	9	5	-7	93
CCn1c(COc2ccc(Cl)c(C)c2)nnc1SCC(=O)N1CCCC1	15	109	101	20	-0.01	2	-21	11	102
O=C(NC1CCCCC1)C1CCCN(c2nnnn2-c2ccccc2)C1 (stereo not drawn)	1	84	109	-7	1.4	10	-11	2	98
O=C(NNS(=O)(=O)c1ccc(Cl)cc1)c1cnn(-c2ccccc2)c1-n1cccc1	-16	·	·	-8	0.03	·	2	0	·
N=c1n(Cc2ccccc2)c2ccccc2n1CC(O)c1ccco1 (stereo not drawn)	-27	93	90	9	1.1	9	-6	-42	84
Cc1nc(N2CCOCC2)c(C#N)c(C)c1Br	3	104	100	13	0.34	-5	-11	-11	92
Nc1cc2ccccc2oc1=O	-6	93	100	19	1.1	5	-1	-1	103
CN(C)S(=O)(=O)c1ccc(N2CCOCC2)c(C(=O)O)c1	-17	·	·	16	1.2	·	-19	18	·
CCn1c(-c2cccnc2Cl)nc2ccccc21	-3	·	·	9	0.09	·	-16	13	·
COC(=O)C1CCN(C(=O)CCC2CCCCC2)CC1	5	96	98	15	1.4	-2	-6	-6	98

(next part)
Compound	HUVEC tox IL1B	H69AR inhibit	Lung fibro prol	VCAM1 TNFa inh	Pyk2 oligo antag	Smad3 FoxH1 inh	HUVEC tox TNFa	cytoskel mod	HUVEC prolif 384
COc1ccc(CNC2CCCCC2)cc1	2	86	87	-10	0.54	1	3	-11	87
COCCOC(=O)c1c(C)oc2ccc(OC(=O)COc3c(F)c(F)c(F)c(F)c3F)cc12	-26	86	108	-32	0.57	26[fluorescence artefact?]	-13	3	101
Cc1ccc(C2CC(=O)c3cnc(NC(=O)c4ccco4)nc3C2)cc1 (stereo not drawn)	-12	88	102	18	-1.1	7	-11	-1	97
Cc1nc(NCc2ccccc2)[nH]c(=O)c1CCC(C)C	-3	81	83	-48	-0.98	8	-14	-7	91
Cc1ccc2cc(CN(Cc3ccco3)C(=O)c3cccs3)c(=O)[nH]c2c1	-36	21*	54	24	0.43	3	-7	-44	61
COC(=O)c1c(C(=O)OC)c(-c2ccccc2)n2c1CCC2	-29	·	·	7	0.41	·	-1	-10	·
O=C(CSc1ccc2nnc(-c3ccccc3)n2n1)N1CCCCC1	·	46	96	·	·	10[fluorescence artefact?]	·	·	84
COC(=O)CCSc1cc([N+](=O)[O-])cc2c1c(C1OCCS1)nn2-c1ccccc1 (stereo not drawn)	-14	98	92	6	-2.6	8	-25	20	104
CCOC(=O)CCc1c(C)c2ccc(OCC)c(C)c2oc1=O	15	91	100	-8	·	7	6	-3	92
Cc1nnsc1C(=O)Nc1ccc(Cl)cc1	-37	95	97	-9	0.19	-14	-10	-12	102
O=C(NC1CCCc2ccccc21)C1CCN(C(=O)c2sccc2-n2cccc2)CC1 (stereo not drawn)	·	83	99	·	·	-1	·	·	100
CCOC(=O)N1CCN(c2c(N3CC=C(c4ccccc4)CC3)c(=O)c2=O)CC1	10	83	96	-12	·	8	-1	-12	87
O=C(NCc1ccncc1)C1CCCN(S(=O)(=O)Cc2ccccc2)C1 (stereo not drawn)	11	97	92	3	0.67	-4	-13	4	91
CC(C)N(Cc1nc(-c2ccccc2)no1)C(=O)c1ccc(Br)o1	10	96	92	1	-0.58	0	-15	6	99
Cc1cccc(-c2onc3ccc(C4(C)OCCO4)cc23)c1	6	74	94	5	-0.82	0	4	-6	94

Later entries:
Compound	HUVEC tox IL1B	H69AR inhibit	Lung fibro prol	VCAM1 TNFa inh	Pyk2 oligo antag	Smad3 FoxH1 inh	HUVEC tox TNFa	cytoskel mod	HUVEC prolif 384
Fc1ccc(C(c2nnnn2Cc2cccs2)N2CCN(c3ccccc3)CC2)cc1 (stereo not drawn)	-40	95	97	-16	-3.5*	5	-10	-1	118
CCCOc1nc2c(c(=O)n(C)c(=O)n2C)n1CCC	·	83	96	·	0.28	-1	·	·	92
CC(C)CNS(=O)(=O)c1ccc2c(c1)OCCO2	14	96	99	-4	-0.16	1	-16	5	100
Cc1cccc2c1nc(-c1ccccc1)n1nnnc21	·	87	97	·	-0.79	-5	·	·	97
O=S(=O)(c1cc(Cl)ccc1Cl)N1CCCC1	·	91	93	-7	0.01	20	-12	-3	93
O=c1oc2cc(Cl)ccc2n1CSc1nc2ccccc2s1	-1	46	96	-22	-0.49	-1	5	11	105
CCCC(=O)Nc1ccc2c(c1)nc1n2CCOC1	-15	101	98	23	0.46	3	-35	-3	92
Cc1nn(-c2ccc(C(=O)O)cc2)c(=O)c2ccccc12	-1	·	·	20	-0.91	·	-33	16	·
CCOC(=O)Nc1nnc(CCc2ccccc2)s1	-5	103	105	2	0.02	-2	-14	7	103
O=C(CSc1nnc(C2COc3ccccc3O2)o1)NC1CCCCC1 (stereo not drawn)	·	92	94	·	·	-13	·	·	105
